Source: PubChem
Rac1 wt GTP bind: wildtype Rac1 GTP binding modulators, primary screen, biochemical, GST-Rac1 beads, flow cytometry, multiplex. AID 757, 2007. fluorescent GTP binding; actives lie on both sides; 0 = cold GTP competed, 100 = untreated. GTP binding activity (% of control), % at 10 µM. Ras-related C3 botulinum toxin substrate 1 (Homo sapiens), P63000. 190,000 compounds, 0.27% hits;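 active = GTP binding activity at least 20 points away from the 100% control level, either lower or higher; inconclusive = compound flagged as likely green fluorescent, judged across all proteins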
HRas wt GTP bind: modulators of GTP binding to HRas wildtype, primary screen, biochemical, bead-based flow cytometry, multiplex; AID 759, 2007; GTPase HRas (Homo sapiens), P01112; 190,000 compounds, 0.14% hits; GTP binding activity, % at 10 µM; GST-Ras wt beads, Bodipy-FL-GTP binding; actives lie on both sides;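 active = GTP binding activity at least 20% away from the 100% baseline, either lowered as inhibitor or raised as activator; inconclusive = flagged as likely green fluorescent, judged across all proteins in the well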;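 also: 0% = unlabeled GTP competition control and 100% = no-compound control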
Target sequence (P01112 whole entry, looked up): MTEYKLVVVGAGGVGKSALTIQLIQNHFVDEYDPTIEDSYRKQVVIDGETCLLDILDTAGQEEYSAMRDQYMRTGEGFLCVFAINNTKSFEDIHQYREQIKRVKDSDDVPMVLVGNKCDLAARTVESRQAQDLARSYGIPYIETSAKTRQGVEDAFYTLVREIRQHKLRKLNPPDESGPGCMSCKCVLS
Rab7 wt modul: modulators of GTP binding to Rab7, primary screen, biochemical, wildtype, multiplex bead flow cytometry; 190,000 compounds, 0.055% hits; GST-Rab7 beads, fluorescent GTP binding; actives lie on both sides; untreated = 100%, excess cold GTP = 0%; GTP binding activity (percent of control), % at 10 µM;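 active = fluorescent GTP binding to Rab7 beads changed by at least 20 points from the 100% baseline, either direction, mostly lower; inconclusive = compound itself probably fluorescent, or too few beads counted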;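 also: median green fluorescence of bound Bodipy-FL-GTP per Rab7 bead population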
Bim-Mcl-1: inhibitors of Bim peptide binding to Mcl-1, primary screen, biochemical, bead-based flow cytometry, multiplex; Induced myeloid leukemia cell differentiation protein Mcl-1 (Homo sapiens), Q07820; Bim peptide-Mcl-1 binding; inhibition, % at 10 µM; 190,000 compounds, 0.1% hits; AID 1009, 2008; in the data active = inhibition above about 40%;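 also: 0% = no compound tracer wells and 100% = peptide blocker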
Target sequence (Q07820 whole entry, looked up): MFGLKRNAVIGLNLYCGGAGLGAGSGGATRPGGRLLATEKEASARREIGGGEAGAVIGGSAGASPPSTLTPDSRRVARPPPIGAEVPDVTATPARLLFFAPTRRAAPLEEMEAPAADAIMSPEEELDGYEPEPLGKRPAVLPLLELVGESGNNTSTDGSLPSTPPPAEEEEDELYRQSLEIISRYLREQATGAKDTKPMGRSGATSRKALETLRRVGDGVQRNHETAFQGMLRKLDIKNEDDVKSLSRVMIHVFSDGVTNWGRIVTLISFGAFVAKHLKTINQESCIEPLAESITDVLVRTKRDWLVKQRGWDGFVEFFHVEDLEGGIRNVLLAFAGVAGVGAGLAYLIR
Cdc42 wt GTP: modulators of GTP binding to wildtype Cdc42, primary screen, biochemical, multiplex bead flow cytometry, Bodipy-GTP; Cell division control protein 42 homolog (Homo sapiens), P60953; GST-Cdc42 beads; actives lie on both sides; percent activity (GTP binding), % at 10 µM; 190,000 compounds, 0.2% hits;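 active = percent activity GTP binding at least 20 points away from the 100% baseline, either down as inhibitor or up as activator; inconclusive = compound flagged as likely green fluorescent from well-wide comparison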;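 also: median bead fluorescence of bound Bodipy-FL-GTP at 100 nM; 0% = excess unlabeled GTP control and 100% = no compound control; below 100% means less GTP binding so inhibitor and above means activator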
Target sequence (P60953 whole entry, looked up): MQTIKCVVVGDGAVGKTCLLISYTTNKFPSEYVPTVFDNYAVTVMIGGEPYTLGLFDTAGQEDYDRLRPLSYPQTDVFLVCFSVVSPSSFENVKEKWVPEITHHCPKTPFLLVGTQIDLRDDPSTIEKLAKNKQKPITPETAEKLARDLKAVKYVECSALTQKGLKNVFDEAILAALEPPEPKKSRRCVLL
Pf gametocyte: late stage P. falciparum gametocyte viability inhibitors, primary screen, ATP luminescence, HTS. P. falciparum stage V gametocytes, 24 h. inhibition, % at 10.9 µM. 150,000 compounds, 0.065% hits. AID 743093, 2013;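 active = inhibition above the mean plus 3 SD of compounds within the control limits, set per campaign, cut at about 38% in these data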;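 also: 0% = DMSO wells and 100% = medium only without gametocytes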
Mcl1-Bid inh: Mcl-1/Bid binding inhibitors, primary screen, biochemical, TR-FRET, 1536-well. 220,000 compounds, 0.97% hits. TR-FRET Mcl-1/Bid-Dy647 peptide binding. Induced myeloid leukemia cell differentiation protein Mcl-1 (Homo sapiens), Q07820. inhibition, % at 21.7 µM;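 active = compounds that cut the binding signal by more than half at the single screening dose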;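 also: His-tagged Mcl-1 with europium anti-His antibody binding Bid BH3 peptide; 0% = Mcl-1 plus peptide wells and 100% = peptide-only wells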
Rab2A wt mod: modulators of GTP binding to Rab2A wildtype, primary screen, biochemical, dog, bead-based flow cytometry, multiplex. GTP binding activity, % at 10 µM. 190,000 compounds, 0.19% hits. Ras-related protein Rab-2A (Canis lupus familiaris), P61105. AID 760, 2007. GST-Rab2 wt beads, Bodipy-GTP binding;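 active = GTP binding activity at least 20 points away from 100%, either lowered or raised; inconclusive = signal likely due to the compound's own green fluorescence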;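 also: 0% = beads with excess unlabeled GTP and 100% = no-compound control corrected for plate trend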
Rac1 mut GTP: GTP binding modulators of activated mutant Rac1, primary screen, biochemical, bead-based flow cytometry, multiplex, fluorescent GTP | Ras-related C3 botulinum toxin substrate 1 (Homo sapiens), P63000 | GST-Rac1 activated beads; actives lie on both sides; 100% means binding = to untreated wells | percent activity (GTP binding), % at 10 µM | 190,000 compounds, 0.11% hits;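 active = GTP binding at least 20 percentage points away from the 100% baseline, in either direction, so actives lie on both sides; inconclusive = Compound likely fluorescent itself, or too few beads counted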
Mcl1 Noxa PPI: Mcl-1/Noxa binding inhibitors, primary screen, biochemical, TR-FRET, 1536-well; Induced myeloid leukemia cell differentiation protein Mcl-1 (Homo sapiens), Q07820; TR-FRET Mcl-1/Noxa peptide binding, 2 h; inhibition, % at 21.7 µM; 220,000 compounds, 1.5% hits;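 active = compounds that cut the protein-peptide binding signal by more than 50% relative to plate controls in a single-dose test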;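 also: His-tagged Mcl-1 with rhodamine Noxa BH3 peptide and terbium anti-His antibody; 0% = Mcl-1 plus Noxa peptide wells and 100% = peptide-only wells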
RGS8-Gao reg: RGS8-Galphao binding modulators, primary screen, biochemical, multiplexed bead flow cytometry; Guanine nucleotide-binding protein G(o) subunit alpha (Homo sapiens), P09471; actives lie on both sides; response (percent of control binding), % at 10 µM; 220,000 compounds, 0.34% hits; AID 1423, 2008; in the data active = response below about 60% or above about 140%; inactive = in between;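 also: Galphao activated as the GDP aluminium fluoride complex binding bead-coupled RGS8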
Numbers without * were called inactive; ? = inconclusive; · = not tested or not shown. Compounds were not picked by outcome. Share with any hit: about 2.9%.

SMILES	Rac1 wt GTP bind	HRas wt GTP bind	Rab7 wt modul	Bim-Mcl-1	Cdc42 wt GTP	Pf gametocyte	Mcl1-Bid inh	Rab2A wt mod	Rac1 mut GTP	Mcl1 Noxa PPI	RGS8-Gao reg
Cc1ccsc1/C=N/NC(=O)c1sccc1C	102	103	95	-1	106	-4	-11	104	101	7	101
COc1ccc(-c2cc3nc[nH]c(=O)c3s2)cc1	95	98	96	2	96	·	-14	95	95	8	101
CCn1c(C)nc2cc(S(=O)(=O)C(F)(F)C(F)C(F)(F)F)ccc21 (stereo not given)	99	103	102	-1	98	·	-26	101	97	10	101
O=C(COC(=O)/C=C/c1ccco1)NCc1ccco1	97	98	99	-2	95	22	-69	96	95	38	98
CCOc1ccc(NC(=O)c2ccc(CSc3nnnn3C)cc2)cc1	97	99	96	-7	97	0	-12	98	98	6	102
COc1c2c(cc3oc(C)cc(=O)c13)OC(C(C)(C)OC1OC(CO)C(O)C(O)C1O)C2 (stereo not given)	105	104	100	-2	106	-1	-6	103	99	1	98
Cc1nc(Nc2ccc(F)cc2)[nH]c(=O)c1CCC(C)C	109	103	103	-2	104	-36	13	101	100	19	100
Fc1cccc(Cc2noc(CN3CCN(C4CCc5ccccc5C4)CC3)n2)c1 (stereo not given)	95	95	94	0	94	-5	-11	92	92	14	113
O=S(=O)(NCC1CCCO1)c1cc(Br)c(Br)s1 (stereo not given)	98	99	99	-3	100	-12	-13	99	97	-11	102
Cc1ccc(S(=O)(=O)N2CCC(C(=O)N/N=C/c3ccccc3[N+](=O)[O-])CC2)cc1	103	98	93	0	99	0	3	99	99	-4	102
COC(=O)c1sccc1N(C)S(C)(=O)=O	96	96	96	2	95	-12	-20	98	96	3	100
Cc1cc(N2CCOCC2)nc(SCc2ccc(Cl)cc2Cl)n1	96	98	98	0	100	-10	31	97	94	34	88
CCN(CC)S(=O)(=O)c1cccc(C(=O)NC(C(=O)Nc2nnc(C)s2)C(C)C)c1 (stereo not given)	105	101	97	1	103	21	-17	100	102	16	100
COc1cc2c(cc1OC)C(C(C)C)=NC(C)(C)C2	107	103	96	7	103	·	10	100	100	12	103
CN(C)/C=C1\C(=O)N(c2ccc(Oc3ccccc3)cc2)CS1=O (stereo not given)	92	96	99	-2	94	-29	-5	93	93	-12	101
COc1ccc(CCNC2=C(Cl)C(=O)N(Cc3ccccc3)C2=O)cc1OC	97	98	105	0	95	-1	-31	96	95	-3	100
O=C(N/N=C/c1cccs1)c1ccc2c(c1)OCO2	98	95	96	-6	98	·	11	94	95	-1	103
CCOc1c(O)ccc(/C=C2\SC(=S)NC2=O)c1[N+](=O)[O-]	?	?	?	0	?	-16	-47	?	?	72*	95
COCCCNc1oc(COc2ccc(Cl)cc2Cl)nc1C#N	103	100	102	0	102	·	-4	100	100	18	101
CCOc1ccc(N2C(=O)CN=C2Nc2ccccc2Cl)cc1	102	103	102	-4	102	·	-19	101	100	14	97
CCCCN(Cc1ccccc1)C(=O)C1CCCN(S(=O)(=O)c2cnc[nH]2)C1 (stereo not given)	104	101	101	3	101	·	0	100	99	9	98
O=C(CSc1ccccc1)NCc1ccco1	107	98	97	-2	102	·	-11	97	98	-10	96
O=C(N/N=C/c1ccc[nH]1)c1sc2ccccc2c1Cl	100	101	98	1	98	·	-71	97	95	-2	100
CSc1nsc(SCC(=O)N2CCCCC2)n1	107	99	102	0	102	·	-8	101	100	15	104
COc1ccc(C(=O)OCC(=O)NCC2CCCCC2)cc1S(=O)(=O)N1CCCc2ccccc21	101	100	101	-5	98	11	-22	98	97	12	101

Some of the entries so far, with bars between the fields:
molecule | Rac1 wt GTP bind | HRas wt GTP bind | Rab7 wt modul | Bim-Mcl-1 | Cdc42 wt GTP | Pf gametocyte | Mcl1-Bid inh | Rab2A wt mod | Rac1 mut GTP | Mcl1 Noxa PPI | RGS8-Gao reg
O=C(CSc1ccccc1)NCc1ccco1 | 107 | 98 | 97 | -2 | 102 | · | -11 | 97 | 98 | -10 | 96
O=C(N/N=C/c1ccc[nH]1)c1sc2ccccc2c1Cl | 100 | 101 | 98 | 1 | 98 | · | -71 | 97 | 95 | -2 | 100

9 compounds already listed, arranged by formula weight, highest first.
SMILES	Rac1 wt GTP bind	HRas wt GTP bind	Rab7 wt modul	Bim-Mcl-1	Cdc42 wt GTP	Pf gametocyte	Mcl1-Bid inh	Rab2A wt mod	Rac1 mut GTP	Mcl1 Noxa PPI	RGS8-Gao reg
COc1c2c(cc3oc(C)cc(=O)c13)OC(C(C)(C)OC1OC(CO)C(O)C(O)C1O)C2 (stereo not given)	105	104	100	-2	106	-1	-6	103	99	1	98
Cc1cc(N2CCOCC2)nc(SCc2ccc(Cl)cc2Cl)n1	96	98	98	0	100	-10	31	97	94	34	88
CCOc1ccc(NC(=O)c2ccc(CSc3nnnn3C)cc2)cc1	97	99	96	-7	97	0	-12	98	98	6	102
O=C(N/N=C/c1ccc[nH]1)c1sc2ccccc2c1Cl	100	101	98	1	98	·	-71	97	95	-2	100
Cc1nc(Nc2ccc(F)cc2)[nH]c(=O)c1CCC(C)C	109	103	103	-2	104	-36	13	101	100	19	100
O=C(COC(=O)/C=C/c1ccco1)NCc1ccco1	97	98	99	-2	95	22	-69	96	95	38	98
O=C(N/N=C/c1cccs1)c1ccc2c(c1)OCO2	98	95	96	-6	98	·	11	94	95	-1	103
COc1cc2c(cc1OC)C(C(C)C)=NC(C)(C)C2	107	103	96	7	103	·	10	100	100	12	103
O=C(CSc1ccccc1)NCc1ccco1	107	98	97	-2	102	·	-11	97	98	-10	96

(more compounds)
SMILES	Rac1 wt GTP bind	HRas wt GTP bind	Rab7 wt modul	Bim-Mcl-1	Cdc42 wt GTP	Pf gametocyte	Mcl1-Bid inh	Rab2A wt mod	Rac1 mut GTP	Mcl1 Noxa PPI	RGS8-Gao reg
Cc1nn(-c2ccc(C(=O)Nc3nnc(C4CC4)s3)cc2)c(C)c1Cl	108	105	102	0	107	-1	-32	103	103	-14	102
Cc1ccc(CN2CCN(CCCn3cccn3)CC2CCO)cc1 (stereo not given)	100	97	97	-3	96	27	-5	95	95	6	98
Cc1sc2nc(CN3CCOCC3)nc(NCCc3ccccc3)c2c1C	103	105	103	-2	106	-13	-13	105	101	32	97
N#Cc1c(-n2cccc2)cccc1-n1cccc1	89	92	95	-1	89	·	-25	89	87	-6	100
CC1=CC(C)C2COC(c3ccc[n+](C)c3)C1C2C (stereo not given)	104	102	98	-1	103	-20	-10	99	102	16	102
CC(=O)c1nnn(-c2ccc([N+](=O)[O-])cc2C)c1C	99	99	101	0	99	-33	-23	101	95	-12	102
O=C(NNC(=O)c1ccccc1Cl)c1ccncc1	106	102	105	2	104	5	-2	102	100	22	100
Cc1ccc(C)c(S(=O)(=O)ON2C(=O)c3ccccc3C2=O)c1	101	96	99	-15	96	-10	-48	97	98	60*	107
O=C(NC(=S)Nc1ccccc1N1CCOCC1)c1cccs1	102	102	99	2	109	-10	-62	101	102	16	105
CCCc1cc(C(=O)OC)c(NC(=O)CCC(=O)O)s1	95	98	106	-4	92	4	-17	98	93	-9	103
CCOC(=O)C(CC)/C(C)=N\NC(=O)CCC(=O)Nc1ccc(Cl)cc1Cl (stereo not given)	97	97	95	1	98	4	-18	96	96	2	102
CCOC(=O)C1=C(C(F)(F)F)Nc2ncnn2C1c1cc(OC)c(OC)cc1OC (stereo not given)	99	99	101	0	101	·	-37	101	100	14	107
O=C(Cc1ccccc1[N+](=O)[O-])NCCC1=CCCCC1	98	98	106	-6	97	19	-17	98	97	-3	102
Cc1ccc2c(c1)nc(NCCCO)n2C	104	100	101	-1	103	16	-21	100	100	4	103
CCCn1c(SCC(=O)NC23CC4CC(CC(C4)C2)C3)n[nH]c1=O	94	92	93	-1	93	5	-19	93	93	2	106
COc1ccc(-n2c(Cc3cccn3C)nnc2SCC(=O)N2CCCC2)cc1	104	101	100	0	99	·	-18	102	100	-10	101
CNC(=O)COc1ccc(S(=O)(=O)Nc2ccccc2)cc1	98	97	103	1	98	0	-8	99	98	-28	96
Cc1nc2ccc(NC(=O)Cc3cccs3)cc2s1	104	102	102	-8	104	·	-3	100	99	13	99
Cc1cc(C)c2c(CC(=O)O)c(C)[nH]c2c1	98	94	91	1	95	7	-33	93	94	0	102
CCn1c(CNc2nc3ccccc3n2C(C)C)nc2ccccc21	106	104	101	-2	104	·	-31	103	100	21	99
COc1ccc(C)cc1NC(=O)C(CCS(C)(=O)=O)NC(C)=O (stereo not given)	97	96	96	0	93	·	-13	97	97	4	102
Cc1ccsc1/C=N\NC(=O)CCc1c(C)n[nH]c1C	100	97	99	0	96	15	12	95	95	9	99
CCOC(=O)c1sc(=S)n(-c2ccc(F)c(F)c2)c1N	96	97	98	-12	97	-38	7	93	94	14	92
O=C(Nc1cccc(F)c1)c1cccc(S(=O)(=O)N2CCOCC2)c1	106	100	100	0	103	-16	-8	96	97	13	104
COc1ccccc1OCC(=O)Nc1cccc(-c2nnc(-c3ccco3)o2)c1	88	91	92	10	90	5	-13	90	94	10	99
Cc1ccc(N(CC(=O)O)S(=O)(=O)c2cccc3nonc23)cc1	105	101	97	1	103	-14	-25	100	100	-5	97
Cc1cc2c(c(=O)o1)C1(C(=O)N(CC(=O)O)c3ccccc31)C(C#N)=C(N)O2 (stereo not given)	103	100	100	-2	100	·	9	97	102	25	103
CCOc1ccc(C(CC(=O)O)NC(=O)c2cccs2)cc1OC (stereo not given)	96	95	94	-1	98	·	8	98	94	18	100
